Screens: PubChem, several laboratories
SRC1 inh: human NCOA1 inhibition; hit rate 0.12% among 360,000; Q15788; HEK293 GAL4-SRC1 luciferase reporter, luminescence; inhibition, % at 3.6 µM;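 active = inhibition above the campaign mean plus 3 SD, with each screening campaign given its own cutoff, cut at about 60% in these data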;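 also: 0% = DMSO treated cells and 100% = gossypol at 36 µM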
MC4R antagonist: human MC4R antagonism in cAMP assay. P32245. hit rate 0.48% among 360,000. MC4R-expressing cells, MTII-stimulated cAMP, LANCE TR-FRET. inhibition, % at 6.5 µM;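 active = inhibition above its plate's cutoff, the mean of tested wells on that plate plus 3 SD, cut at about 29% in these data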;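 also: 0% = Melanotan II alone and 100% = Melanotan II plus saturating MCL0020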
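Material: U2OS-MC4R stable cell line | Reagent: Melanotan II challenge after compound preincubation | Doses: One concentration, 6.5 µM nominal | Incubation: 30-min compound preincubation, 1-h Melanotan II challenge, 1-h detection, room temperature | Signal: TR-FRET cAMP assay | Replicates: One well per compound, no replicates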
NOD2 RIPK2 PPI: NOD2-RIPK2 protein interaction inhibition | CHO BLA complementation NOD2-RIPK2, CCF4 ratio | O43353 | hit rate 0.38% among 360,000 | inhibition, % at 4.98 µM; in the data active = inhibition above about 21%;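 also: 0% = vehicle only and 100% = reference blocker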
TLR9-MyD88 block: TLR9-MyD88 interaction inhibition. CHO BLA complementation TLR9-MyD88, CCF4 FRET ratio. AID 504734. inhibition, % at 4.98 µM. hit rate 0.21% among 340,000;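 active = inhibition above the mean over all tested compounds plus 3 SD, cut at about 21% in these data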;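 also: 0% = DMSO only wells and 100% = clavulanate BLA inhibitor control wells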
NCOA3 inh: inhibitors of human steroid receptor coactivator 3 (SRC3). Q9Y6Q9. HEK293 GAL4-SRC3 luciferase reporter, luminescence. inhibition, % at 3.6 µM. hit rate 0.17% among 360,000;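 active = inhibition above a per-campaign cutoff, the mean of all compounds plus 3 SD, cut at about 60% in these data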;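 also: 0% = DMSO-treated cells and 100% = gossypol-treated cells at 36 µM; higher means less SRC3-driven luciferase light from the GAL4 reporter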
NR2F2 inh: blocks human COUP-TFII nuclear receptor; hit rate 0.7% among 370,000; HEK293T NGFI-A luciferase reporter, luminescence; inhibition, % at 8.6 µM; AID 686940;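 active = inhibition above a per-plate cutoff, mean inhibition of test wells between control levels plus 3 SD, cut at about 38% in these data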;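 also: cells cotransfected with COUP-TFII expression vector driving the NGFI-A reporter; 0% = median of COUP-TF2 test wells and 100% = reporter-only cells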
ABHD5 PLIN5 PPI: blocks binding of human ABHD5 to perilipin-5; inhibition, % at 4 µM; Q00G26+Q8WTS1; Split G. princeps luciferase complementation, luminescence, 4 h; hit rate 0.78% among 360,000;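 active = inhibition above the mean inhibition across every tested compound plus 3 SD, cut at about 22% in these data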;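 also: 0% = DMSO only wells and the 100% control is not disclosed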
Target sequence (Q00G26 whole entry, looked up): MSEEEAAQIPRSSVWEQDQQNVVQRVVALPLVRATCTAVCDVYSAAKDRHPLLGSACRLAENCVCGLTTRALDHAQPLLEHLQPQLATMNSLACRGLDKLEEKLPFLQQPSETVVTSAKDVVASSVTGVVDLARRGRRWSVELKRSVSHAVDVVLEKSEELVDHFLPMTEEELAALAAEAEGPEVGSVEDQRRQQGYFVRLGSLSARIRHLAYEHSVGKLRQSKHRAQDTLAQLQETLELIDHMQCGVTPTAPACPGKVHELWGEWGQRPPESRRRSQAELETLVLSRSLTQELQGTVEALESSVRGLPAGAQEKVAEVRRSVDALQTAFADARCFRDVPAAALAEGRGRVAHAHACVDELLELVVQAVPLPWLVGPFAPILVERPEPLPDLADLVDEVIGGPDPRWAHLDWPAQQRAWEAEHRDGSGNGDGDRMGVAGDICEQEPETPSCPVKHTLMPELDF
Target sequence (Q8WTS1 whole entry, looked up): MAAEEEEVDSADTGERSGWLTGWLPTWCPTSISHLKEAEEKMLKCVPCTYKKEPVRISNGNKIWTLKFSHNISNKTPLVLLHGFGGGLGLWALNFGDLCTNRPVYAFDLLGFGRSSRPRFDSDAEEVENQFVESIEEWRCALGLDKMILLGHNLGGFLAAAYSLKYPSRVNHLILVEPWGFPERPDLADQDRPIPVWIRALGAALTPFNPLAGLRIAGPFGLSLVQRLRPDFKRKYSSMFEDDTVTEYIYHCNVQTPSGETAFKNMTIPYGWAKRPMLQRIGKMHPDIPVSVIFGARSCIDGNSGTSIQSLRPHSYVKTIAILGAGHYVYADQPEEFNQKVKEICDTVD
EBV LMP1 NFkB: reduces LMP1-driven NF-kappaB luciferase signal. hit rate 0.69% among 350,000. LMP1-induced NF-kappaB luciferase reporter cells, luminescence. inhibition, % at 12.5 µM; in the data active = inhibition above about 41%;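 also: 0% = neutral control wells and 100% = reference inhibitor control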
MC4R ag barr: human MC4R agonism via beta-arrestin; hit rate 0.98% among 360,000; AID 540308; P32245; activation, % at 8.9 µM; U2OS MC4R beta-arrestin complementation, luminescence; percent of melanotan II response, DMSO zero;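 active = activation above a per-plate cutoff, the mean activation of sample wells on that plate plus 3 SD, cut at about 8% in these data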
NCOA2 inhibitor: human SRC2 (NCOA2) inhibition; inhibition, % at 9 µM; hit rate 0.17% among 370,000; AID 651957; HEK293 GAL4-SRC2 luciferase reporter, luminescence; Q15596;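 active = inhibition above the mean inhibition of all tested compounds plus 3 SD, set per campaign, cut at about 52% in these data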;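 also: 0% = DMSO treated cells and 100% = cells given Gossypol at 36 µM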
LRH-1 inv ag: NR5A2 inverse agonism in reporter assay | inhibition, % at 3.6 µM | HEK293T StAR-luciferase reporter, LRH-1 transfected, 24 h | hit rate 0.13% among 360,000 | AID 602396;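 active = inhibition above the mean inhibition of all tested compounds plus 3 SD, cut at about 73% in these data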;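 also: 0% = DMSO wells and 100% = reporter-only cells lacking LRH-1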
Starred values were filed as active, the others as inactive; x = no result given. A portion of the library. The share of hits here may be higher or lower than overall.

The line under a structure holds: SRC1 inh	MC4R antagonist	NOD2 RIPK2 PPI	TLR9-MyD88 block	NCOA3 inh	NR2F2 inh	ABHD5 PLIN5 PPI	EBV LMP1 NFkB	MC4R ag barr	NCOA2 inhibitor	LRH-1 inv ag
CCOC(=O)Cn1c(=O)oc2cc(S(=O)(=O)N(C)Cc3ccco3)ccc21
→ 15	8	-10	-1	-9	0	-2	-15	-1.7	-8	4
CCOc1ccc2oc(C(=O)NC(C)(C)CC)c(C)c2c1
→ -48	0	4	-5	-36	-37	-6	-27	-0.5	-39	-53
CCN(CC)c1ccc(-n2c(C)cc(C=O)c2C)cc1
→ 5	-10	2	-10	-2	19	-1	4	0.9	18	10
COCCNC(=O)/C(C#N)=C/c1cc(C)n(C2CCCCC2)c1C
→ -55	6	-9	-3	-52	-37	5	-21	-3.1	-35	-133
CC(C)C(=O)OCC(=O)Nc1ccc(N=Nc2ccccc2)cc1
→ -101	5	-8	2	-86	-52	8	-30	3.8	-34	-95
CCCCNC(=O)c1cc2cc(OC)ccc2[nH]1
→ 2	4	3	x	15	-15	4	x	-0.3	2	6
C#CCOCCOCCOCCNc1nc(N2CCN(C(=O)C([C@@H](C)CC)n3cc(C(N)CC(C)C)nn3)CC2)nc(N2CCN(C(=O)[C@H](CCC(=O)O)n3cc(C(N)Cc4ccc(O)cc4)nn3)CC2)n1 (stereo partly specified)
→ 1	-6	-4	-5	13	x	4	-2	0.0	x	-4
COc1ccc2c(c1OC)C(=O)N(c1ccccc1)C2=O
→ -22	1	-1	-6	2	-16	4	-4	4.5	-13	-8
COc1cc2c(cc1OC)C(C)N(C(=O)c1cc3c(s1)-c1ccccc1OC3)CC2 (stereo unspecified)
→ 1	4	1	-6	10	-27	-4	19	-0.8	-51	-27
COc1ccc(F)cc1C(=O)C1CCCN(C(=O)C2=C(C)OCCO2)C1 (stereo unspecified)
→ 17	-1	-4	-3	16	4	8	4	-0.8	9	-19
Cc1ccccc1OCCC(=O)N1CCN(S(=O)(=O)c2ccc(Br)cc2)CC1
→ -10	-4	-6	-2	7	7	20	0	0.8	-7	4
COc1ccccc1CCNC(=O)C(=O)NCC1OCCN1S(=O)(=O)c1ccc([N+](=O)[O-])cc1 (stereo unspecified)
→ -8	4	11	-5	-5	14	-4	-71	0.4	-1	-1
Cc1cccc(OCC(=O)Nc2ccc(S(=O)(=O)Nc3onc(C)c3C)cc2)c1C
→ -24	15	3	-6	7	5	-1	-1	1.2	-4	-5
CCC1(C)Cc2ccccc2-c2nc(NCCO)n(-c3ccccc3)c(=O)c21 (stereo unspecified)
→ -10	9	-2	-2	7	-7	-2	6	0.0	14	5
CC(C)(C)OC(=O)C[C@@H]1C/C=C\C[C@@H](CC(=O)N[C@H](CO)Cc2ccccc2)C(=O)N2CCC[C@H]2COC1=O
→ 9	12	-6	-3	6	11	2	3	-0.7	-15	13
CCOC(=O)c1ccc(NC(=O)CCC2COc3ccccc3O2)cc1 (stereo unspecified)
→ 7	0	1	-1	-13	8	0	-2	2.9	-9	11
CCC(=O)Nc1cccc(NC(=O)c2ccc(C)cc2Cl)c1
→ -27	-1	-5	5	-14	-17	5	4	-1.6	-24	-31
COc1cc(-c2nc3n(n2)C(c2ccncc2)C2=C(CCCC2=O)N3)cc(OC)c1OC (stereo unspecified)
→ 2	-6	-5	1	16	-4	-1	-9	-2.8	5	-1
COC(=O)c1ccccc1S(=O)(=O)N1CCC(C(=O)Nc2ccccc2N2CCOCC2)CC1
→ -7	5	5	6	0	20	-10	-5	-1.3	-10	12
CN(C)S(=O)(=O)c1ccc(C(=O)NCc2nnc(SCC(=O)c3ccccc3)o2)cc1
→ 8	2	-5	-3	21	-4	14	1	1.8	16	9
Cc1ccc(S(=O)(=O)Nc2ccc(-c3nnc(SCc4ccccc4Cl)o3)cc2)cc1
→ -26	1	-2	16	0	6	-16	0	-1.6	4	-5
CCNC1(C(N)=O)CCN(Cc2ccccc2)CC1
→ 8	0	-22	-10	-3	4	7	-12	0.5	-3	-15
O=C(NCCCOc1ccc([N+](=O)[O-])cc1Cl)OCc1ccccc1
→ -2	-5	-1	-6	-11	-7	-4	1	-1.6	-26	4
O=C(CCN1CCC(c2ccccc2)C1)c1cccs1 (stereo unspecified)
→ -20	13	-1	6	-2	7	-3	5	-0.6	-18	4
Cc1cc(CNC(=O)COC(=O)Cn2[nH]c(=O)c3ccccc3c2=O)cc(C)c1O
→ -21	7	-5	-11	1	1	1	3	-1.0	-10	3
O=C(Nc1ccccc1[N+](=O)[O-])C1(c2ccccc2)CCOCC1
→ 12	7	5	-1	10	2	3	-6	3.6	1	-32
Cc1ccc(OCC(=O)Nc2cc(-c3nn4c(C)nnc4s3)ccc2C)cc1
→ -8	8	-15	6	15	-6	6	0	-0.4	15	13
CCOc1ccc(S(=O)(=O)NC2CC2)cc1
→ -3	13	-5	-7	-13	-10	-11	4	0.4	-9	-15
COc1ccc(N2CCN(C(=O)CSc3nnc4ncccn34)CC2)cc1
→ -7	-1	1	-3	1	-7	2	-3	0.1	-10	38
COc1ccc(OC)c(NC(=O)CSc2nnc3ccc(-c4ccncc4)nn23)c1
→ 8	-3	-2	1	7	-10	-4	-6	-1.8	20	4
O=C(CC(c1cccs1)S(=O)(=O)c1ccccc1)c1ccc(F)cc1 (stereo unspecified)
→ 9	16	-16	-9	-7	10	0	-1	-1.0	-2	3
O=C(Cn1cc([N+](=O)[O-])cn1)Nc1cccnc1
→ 10	16	-3	2	-6	4	-2	18	-0.6	6	-7
COc1cc(CCC(=O)OCC(=O)NCC2CCCCC2)cc(OC)c1OC
→ 19	12	-1	14	17	19	5	-9	-1.4	3	16
Cc1cc(=O)n(CCCc2ccccc2)[nH]1
→ -2	11	-9	4	-7	-6	-5	6	-0.4	-11	-9
COc1ccc(NC(=O)C2CCCCN2N)cc1OCC(C)C (stereo unspecified)
→ -10	17	1	-3	-5	9	-15	4	-0.4	-5	5
Cc1ccc(-c2cn(S(=O)(=O)c3cccc4nsnc34)nc2N)cc1
→ -9	2	-8	4	-33	15	0	-5	-0.9	18	-6
COC(=O)c1cc(OC)c(OC)cc1N1C(=O)CCCC1=O
→ -1	1	6	4	6	x	14	-17	0.2	x	10
COc1cc2cc(C(=O)N/N=C/c3ccccc3Cl)[nH]c2cc1OC
→ 14	4	3	2	3	-8	4	13	0.2	-3	-10
CC(/C=N/Nc1nc(C)cc(C)n1)=C\c1ccc(C(C)C)cc1
→ -34	-1	-10	2	-15	-1	-6	-9	-3.1	28	-15
COC(=O)Cc1ccc(NC(=S)N2CCCCC2C)cc1 (stereo unspecified)
→ -11	1	3	-8	0	14	-4	-2	0.0	-29	-5
COc1cc(Cl)c(NC2=CC(=O)C(=O)c3ccccc32)c(OC)c1
→ -2	-14	3	-10	-6	-15	0	1	-2.2	-4	1
CCc1ccc(-c2nc(SCC(=O)c3c(N)n(C)c(=O)n(C)c3=O)n[nH]2)cc1
→ -11	4	-9	-6	-9	-15	-4	0	-0.4	-20	-1
COC(=O)c1ccc(NC(=O)Cc2ccc(C)cc2)cc1
→ -6	2	-7	0	-2	10	-5	-3	-1.2	-33	-7
CC1(C(=O)NC2CCCCCCC2)CC1(Cl)Cl (stereo unspecified)
→ 2	3	-10	6	7	5	2	-1	0.0	7	21
Cn1cnc([N+](=O)[O-])c1Sc1nnc(-c2cccnc2)n1C
→ -14	0	-1	12	-12	-2	21	6	-2.3	13	10
CCOC(=O)c1[nH]cnc1C(=O)N1CCN(C(=O)OC(C)(C)C)CC1
→ 1	1	-5	5	21	-5	4	1	-0.6	-1	-13
Cc1ccccc1NC(=O)COC(=O)/C=C/c1cccc(C(F)(F)F)c1
→ 1	10	-6	9	25	2	-1	2	-1.2	17	6
COc1ccc(/C=C(\NC(=O)c2ccccc2)C(=O)NCC2CCCO2)cc1 (stereo unspecified)
→ 5	1	-7	-3	3	12	-5	-1	1.2	27	10
CCN(CC)CCCNC(=O)c1cn(C)c2ccc(S(=O)(=O)N(C)C3CCCCC3)cc2c1=O
→ 4	-5	-18	3	-38	-29	4	-5	-0.2	20	-1
Cc1ccc(SCCC(=O)Nc2ccc(OCc3ccccc3)cc2)cc1
→ -20	9	-7	2	1	-17	-5	-5	7.3	2	-3

Next section
The line under a structure holds: SRC1 inh	MC4R antagonist	NOD2 RIPK2 PPI	TLR9-MyD88 block	NCOA3 inh	NR2F2 inh	ABHD5 PLIN5 PPI	EBV LMP1 NFkB	MC4R ag barr	NCOA2 inhibitor	LRH-1 inv ag
O=C(NCC(=O)N(c1ccccc1)C(C(=O)NC1CCCC1)c1ccncc1)c1ccco1 (stereo unspecified)
→ 13	1	-4	-4	8	-5	8	-1	2.4	0	11
O=C(OCC(O)CO)c1ccccc1Nc1ccnc2cc(Cl)ccc12 (stereo unspecified)
→ -4	2	-4	-3	-3	-6	-2	-2	-0.6	-20	-17
CNc1nc(SC)nc(N2CCOCC2)n1
→ -19	-1	3	-4	-10	3	-1	-1	-3.2	5	-3
O=C(NCC1COc2ccccc2O1)c1ccc(NC(=O)C(c2ccccc2)c2ccccc2)cc1 (stereo unspecified)
→ -3	3	3	-1	-1	10	-1	-1	-0.4	5	-3
COc1ccc(C(=O)NC(C)c2nnc(SCC(=O)Nc3nc4ccccc4s3)n2C)cc1 (stereo unspecified)
→ -16	12	-2	2	1	3	7	7	-1.1	-13	7
COc1cccc(CNC(=O)COc2cccc3c2OC(C)(C)C3)c1
→ -185	3	1	0	-1	16	9	1	-0.4	-5	-10
O=C(Nc1ccc(F)cc1)c1cnccn1
→ -27	3	4	4	-10	-3	4	0	-1.5	-9	-2
COCCNC(=O)C1(C)CCN(C(=O)c2ccc(SC(F)(F)F)cc2)C1 (stereo unspecified)
→ 10	5	-5	x	-11	-10	0	x	-1.8	5	4
NS(=O)(=O)c1ccc(CCNC(=O)CCNC(=O)c2ccco2)cc1
→ 1	12	1	1	-24	13	-3	-6	-0.7	3	-1
COc1ccccc1CNC(=O)C12CC3CC(CC(C3)C1)C2
→ -18	2	-1	7	-9	6	-4	-9	-1.0	-14	26
CCCOc1ccc(C2c3c(oc4cc(C)c(C)cc4c3=O)C(=O)N2CCCN(C)C)cc1OCC (stereo unspecified)
→ -25	16	-6	-12	1	0	-3	-10	-0.5	-4	13
CNC(=O)C[C@@H]1C(=O)N(Cc2ccccc2)CC1(C)C
→ -5	0	-10	-16	7	5	4	-7	0.0	2	0
O=C(Nc1cccc(Oc2ccccc2)c1)c1ccc(-n2cncn2)c2ccoc12
→ -13	9	-3	x	-19	-5	0	x	2.4	-12	-36
O=C(N[C@@H](Cc1ccccc1)C(=O)OCc1ccccc1)c1nc[nH]c1C(=O)N1CCNCC1
→ -7	7	1	8	-6	3	6	4	-0.7	7	-5
N#C/C(=C\Nc1ccccn1)S(=O)(=O)c1ccc(Cl)cc1
→ -11	11	-6	-13	3	7	12	-8	2.5	-31	-13
